High-throughput results from PubChem BioAssay.
Large T inhibition: TAg ATPase/helicase activity blockers – biochemical (AID 1903); one-dose inhibition, % at 20 µM; IC50 in µM for titrated hits; SV40 large T antigen ATPase/helicase inhibition assay; higher % means a stronger effect; 310,000 tested, 0.39% active; in the data active = a potency from the dose series; inconclusive = inhibition mostly from about 32% at the one dose, without a potency; inactive = the rest, 99 in 100 with inhibition below about 32%; note: strong numbers were not always called active
NTR1 agonist: agonists of NTR1, primary screen, imaging, U2OS cells, beta-arrestin-GFP, high content (AID 493036); 330,000 tested, 0.17% active; activation, % at 20 µM; P30989; NTR1-U2OS beta-arrestin-GFP spot imaging, agonist mode;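 active = activation at or above 40% of the spot to cytoplasm intensity ratio, with at least 20 cells analyzed; inconclusive = wells under 20 cells, flagged as cytotoxic or low count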;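 note: 0% = DMSO without peptide and 100% = 100 nM NTR1 peptide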
Target sequence (P30989 whole entry, looked up): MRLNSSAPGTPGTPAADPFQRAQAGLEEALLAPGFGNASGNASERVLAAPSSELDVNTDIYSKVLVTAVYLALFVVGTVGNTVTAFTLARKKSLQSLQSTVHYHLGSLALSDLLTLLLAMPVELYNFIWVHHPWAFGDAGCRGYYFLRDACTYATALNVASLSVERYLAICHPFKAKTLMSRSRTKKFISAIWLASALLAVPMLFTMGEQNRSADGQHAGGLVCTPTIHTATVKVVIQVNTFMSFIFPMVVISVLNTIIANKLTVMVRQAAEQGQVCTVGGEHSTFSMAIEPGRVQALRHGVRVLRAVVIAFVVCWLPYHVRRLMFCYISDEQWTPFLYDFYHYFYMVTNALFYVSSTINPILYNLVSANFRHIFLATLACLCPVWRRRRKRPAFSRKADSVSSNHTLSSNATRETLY
Rac1 GTP hydrolysis: MgcRacGAP GTPase-activating activity inhibitors, confirmation, biochemical, ADP Hunter fluorescence; 340,000 tested, 0.6% active; AID 624330; inhibition, % at 30 µM; hits with a dose series show IC50 in µM; MgcRacGAP-stimulated Rac1 GTP hydrolysis, ADP Hunter fluorescence; higher % means a stronger effect; GST-tagged Rac1 F28L mutant substrate;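 active = first-screen hits whose inhibition reached a set limit at any dose in the follow-up dose series; inconclusive = inhibition above the set first-screen limit but never retested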;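 note: fluorescence reports GDP produced by GAP-driven GTP hydrolysis; strong numbers were not always called active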
Yfh1-off respiration: mitochondrial function rescue without frataxin homolog – Friedreich's ataxia, plus single-dose screen, dose response (AID 1465). S. cerevisiae Yfh1-off respiration, WST-1 reduction, 72 h; higher fold induction means a stronger effect. fold induction at 50 µM, or EC50 in µM where a hit was titrated. 220,000 tested, 0.074% active;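 active = fold induction of absorbance versus untreated yeast above a set limit, then at least 30% activation at any dose in follow-up; inconclusive = repeats straddling the limit, or above it without dose testing; inactive = fold induction below the set limit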;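 note: activators that raise dye reduction in frataxin-depleted yeast; strong numbers were not always called active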
NS5 inhibitors: flavivirus cap methylation enzyme inhibition – biochemical, confirmation dose response, primary screen (AID 588689); Dengue-2 NS5 methyltransferase capping enzyme assay, biochemical; higher % means a stronger effect; inhibition, % at 25 µM; hits with a dose series show IC50 in µM; 340,000 tested, 0.3% active; in the data active = a potency from the dose series; inconclusive = inhibition above about 29% without an active follow-up result
GPR55 beta-arrestin: GPR55 agonists via beta-arrestin recruitment, primary screen, imaging, U2OS cells, beta-arrestin-GFP redistribution (AID 1961) | U2OS GPR55 beta-arrestin-GFP redistribution imaging; higher % means a stronger effect | activation, % at 10 µM, or EC50 in µM where a hit was titrated | 290,000 tested, 0.048% active;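 active = activation above 40% with more than 50 cells counted in the well; inconclusive = wells holding fewer than 50 cells, flagged as toxic or sparse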;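 note: U2OS osteosarcoma cells stably expressing GPR55 and beta-arrestin-GFP; plate controls were DMSO negative control for no effect and LPI positive control for full effect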
AID2073: inhibitors of Mint1-CaV2.2 protein interaction, biochemical, HTRF (AID 2073); HTRF protein-protein interaction, Mint1-CaV2.2; higher % means a stronger effect; inhibition, % at 20 µM; hits with a dose series show IC50 in µM; 290,000 tested, 0.19% active; in the data active = inhibition mostly above about 51%, no sharp cut-off; inconclusive = no clear call, values can overlap the other calls; inactive = mostly below about 53%; note: some results filed as inactive read as strong as hits
GPR55 antagonists: GPR55 antagonists blocking LPI-driven arrestin recruitment, primary screen, imaging, U2OS, beta-arrestin-GFP, LPI agonist (AID 2013); U2OS GPR55 beta-arrestin-GFP translocation imaging, LPI antagonism; higher % means a stronger effect; inhibition, % at 10 µM, or IC50 in µM where a hit was titrated; 290,000 tested, 0.13% active;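 active = spots per cell inhibited over 60%, with over 100 cells counted and total cytoplasm intensity under 500,000; inconclusive = wells with under 100 cells, flagged as likely toxic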;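 note: U2OS cells stably carrying GPR55 and arrestin-GFP stimulated by 5 µM LPI near EC80; imaged beta-arrestin-GFP aggregate spots per cell after agonist stimulation; plate controls were LPI-stimulated DMSO wells for no effect and DMSO wells without LPI for full effect; some results filed as inactive read as strong as hits; confirmed hits need IC50 under 10 µM and bright autofluorescent wells are also inconclusive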
GPR35 antagonists: inhibition of zaprinast-stimulated GPR35 beta-arrestin translocation – imaging, U2OS, beta-arrestin-GFP, zaprinast agonist, primary screen (AID 2058). U2OS GPR35 beta-arrestin-GFP translocation imaging, zaprinast antagonism; higher % means a stronger effect. one-dose inhibition, % at 10 µM; IC50 in µM for titrated hits. 290,000 tested, 0.052% active;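 active = inhibition of at least 50% with at least 30 cells and total cytoplasm GFP at most 10,000,000; inconclusive = under 30 cells or total GFP of 10,000,000 plus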
NTR1 agonist cell count 20 µM: also measured in NTR1 agonist; calls as there; cell count; measured here: cell count, cytotoxicity flag
The depositor's hits bear a star.

Screening COc1ccc(C(=O)CC(Nc2ccc([N+](=O)[O-])cc2)c2ccc(OC)cc2)cc1 (stereo not drawn) returned Large T inhibition 9%, NTR1 agonist 1.5, Rac1 GTP hydrolysis 8%, Yfh1-off respiration inactive, NS5 inhibitors -7%, GPR55 beta-arrestin 0.5%, AID2073 1%, GPR55 antagonists 4%, GPR35 antagonists -12% and NTR1 agonist cell count 20 µM 64.
Screening COC(=O)c1[nH]c2cc(OC)ccc2c1N returned Large T inhibition 12%, NTR1 agonist 0.7, Rac1 GTP hydrolysis inconclusive, Yfh1-off respiration inactive, NS5 inhibitors -11%, GPR55 beta-arrestin -0.2%, AID2073 -9%, GPR55 antagonists 0%, GPR35 antagonists 0% and NTR1 agonist cell count 20 µM 46.
Cc1ccc(-c2nnc(NC(=O)c3ccco3)s2)cc1 was read as Large T inhibition 2%, NTR1 agonist 0.3, Rac1 GTP hydrolysis 6%, NS5 inhibitors -1%, GPR55 beta-arrestin -0.2%, AID2073 -5%, GPR55 antagonists -5%, GPR35 antagonists -24% and NTR1 agonist cell count 20 µM 51.
COc1ccccc1NC(=O)Nc1nc(CC(=O)N2CCN(c3ccccc3)CC2)cs1 was read as Large T inhibition 23%, NTR1 agonist 11, Rac1 GTP hydrolysis 10%, NS5 inhibitors 1% and NTR1 agonist cell count 20 µM 59.
For Cc1cc(C(=O)Nn2c(C)nc3ccccc3c2=O)ccc1[N+](=O)[O-] the results were Large T inhibition 8%, NTR1 agonist 0.1, Rac1 GTP hydrolysis 6%, Yfh1-off respiration inactive, NS5 inhibitors -1%, GPR55 beta-arrestin -0.5%, AID2073 3%, GPR55 antagonists 7%, GPR35 antagonists 10% and NTR1 agonist cell count 20 µM 86.
`NS(=O)(=O)c1ccc(CCNC(=O)c2ccc(C(=O)c3ccccc3)cc2)cc1` gave Large T inhibition -4%, NTR1 agonist 1.7, Rac1 GTP hydrolysis 4%, NS5 inhibitors -18%, GPR55 beta-arrestin -0.2%, AID2073 9%, GPR55 antagonists -12%, GPR35 antagonists -2% and NTR1 agonist cell count 20 µM 72.
For Cc1cc2oc(=O)cc(Cn3nnc(-c4ccc(Cl)cc4)n3)c2cc1C(C)C the results were Large T inhibition 11%, NTR1 agonist 0.7, Yfh1-off respiration inactive, GPR55 beta-arrestin 0.3%, AID2073 6%, GPR55 antagonists -8%, GPR35 antagonists -30% and NTR1 agonist cell count 20 µM 42.
Screening Cc1ccc(CNC(=O)Nc2cccs2)cc1 returned Large T inhibition 2%, NTR1 agonist 0.5, Rac1 GTP hydrolysis 15%, Yfh1-off respiration inactive, NS5 inhibitors -10%, GPR55 beta-arrestin -0.1%, AID2073 22%, GPR55 antagonists 4%, GPR35 antagonists -7% and NTR1 agonist cell count 20 µM 34.
Screening Cc1ccccc1Cn1nc(C)c(NC(=O)/C=C/c2cnn(C)c2)c1C returned Large T inhibition 2%, NTR1 agonist 1.1, Rac1 GTP hydrolysis -3%, Yfh1-off respiration inactive, NS5 inhibitors 0%, GPR55 beta-arrestin 0.5%, AID2073 13%, GPR55 antagonists 13%, GPR35 antagonists 0% and NTR1 agonist cell count 20 µM 46.
Screening CC(=O)Nc1ccc(NC(=O)Cn2cc3c(n2)CCCC3)cc1 returned Large T inhibition 6%, NTR1 agonist -2.0, Rac1 GTP hydrolysis 10%, Yfh1-off respiration inactive, NS5 inhibitors 2%, GPR55 beta-arrestin 0.6%, AID2073 22%, GPR55 antagonists 6%, GPR35 antagonists 14% and NTR1 agonist cell count 20 µM 29.
For Nc1n[nH]c(CCCO)n1 the results were Large T inhibition 11%, NTR1 agonist 0.3, Rac1 GTP hydrolysis 6%, Yfh1-off respiration inactive, NS5 inhibitors -4%, GPR55 beta-arrestin 0.2%, AID2073 -2%, GPR55 antagonists 2%, GPR35 antagonists 2% and NTR1 agonist cell count 20 µM 74.
For CCCNC(=O)CCNC(=O)c1ccc(C(C)(C)C)cc1 the results were Large T inhibition 1%, NTR1 agonist 0.7, Rac1 GTP hydrolysis 1%, Yfh1-off respiration inactive, NS5 inhibitors -9%, GPR55 beta-arrestin -0.1%, AID2073 1%, GPR55 antagonists 7%, GPR35 antagonists 7% and NTR1 agonist cell count 20 µM 72.
For O=C(Nc1cccc(S(=O)(=O)N2CCCCC2)c1)c1ccc2c(c1)OCO2 the results were Large T inhibition inconclusive, NTR1 agonist 3.3, Rac1 GTP hydrolysis 5%, Yfh1-off respiration inactive, NS5 inhibitors 5%, GPR55 beta-arrestin 1.2%, AID2073 4%, GPR55 antagonists 10%, GPR35 antagonists -3% and NTR1 agonist cell count 20 µM 56.
For COC(=O)CCC(=O)N1CCCC(CNS(=O)(=O)c2ccc(OC)cc2)C1 (stereo not drawn) the results were Large T inhibition -5%, NTR1 agonist -1.2, Rac1 GTP hydrolysis 4%, Yfh1-off respiration inactive, NS5 inhibitors -4%, GPR55 beta-arrestin -0.2%, AID2073 13%, GPR55 antagonists -4%, GPR35 antagonists 9% and NTR1 agonist cell count 20 µM 37.
`CC(Oc1ccc(-c2ccccc2)c(F)c1)c1ccn(S(=O)(=O)c2ccc(Cl)cc2)n1` (stereo not drawn) gave Large T inhibition 8%, NTR1 agonist 0.5, Rac1 GTP hydrolysis 4%, Yfh1-off respiration inactive, NS5 inhibitors inconclusive, GPR55 beta-arrestin 0.5%, AID2073 9%, GPR55 antagonists 2%, GPR35 antagonists -9% and NTR1 agonist cell count 20 µM 87.
For Cc1ccc(N2CC(C(=O)Nc3nnc(SCCC4OCCO4)s3)CC2=O)cc1C (stereo not drawn) the results were Large T inhibition 23%, NTR1 agonist 2.4, Rac1 GTP hydrolysis 6%, NS5 inhibitors 3%, GPR55 beta-arrestin -0.2%, AID2073 16%, GPR55 antagonists 18%, GPR35 antagonists -4% and NTR1 agonist cell count 20 µM 55.
Screening CC1CCCCC1NC(=O)Cn1[nH]c(=O)c2ccccc2c1=O (stereo not drawn) returned Large T inhibition 2%, NTR1 agonist -1.3, Rac1 GTP hydrolysis 5%, Yfh1-off respiration inactive, NS5 inhibitors 0%, GPR55 beta-arrestin -0.2%, AID2073 10%, GPR55 antagonists -6%, GPR35 antagonists 10% and NTR1 agonist cell count 20 µM 50.
CC1Sc2ccc(C(=O)Nc3ccc(S(=O)(=O)N(C)C)cc3)cc2NC1=O (stereo not drawn) was read as Large T inhibition 5%, NTR1 agonist 5.5, Rac1 GTP hydrolysis 5%, NS5 inhibitors 2% and NTR1 agonist cell count 20 µM 58.
COCCNC(=S)N(CCc1c(C)[nH]c2ccc(F)cc12)Cc1ccc(C)cc1 was read as Large T inhibition 5%, NTR1 agonist 3.5, Rac1 GTP hydrolysis 12%, NS5 inhibitors -11%, GPR55 beta-arrestin -0.2%, AID2073 0%, GPR55 antagonists 15%, GPR35 antagonists -8% and NTR1 agonist cell count 20 µM 46.
Screening C=C(C)C1CC=C(C)/C(=N/NC(=O)COc2ccc(Cl)cc2)C1 (stereo not drawn) returned Large T inhibition 7%, NTR1 agonist 1.3, Rac1 GTP hydrolysis 9%, Yfh1-off respiration inactive, NS5 inhibitors -1%, GPR55 beta-arrestin 0.4%, AID2073 -2%, GPR55 antagonists 12%, GPR35 antagonists -2% and NTR1 agonist cell count 20 µM 49.
Screening O=C(O)CSCc1ccc(C(=O)O)o1 returned Large T inhibition 5%, NTR1 agonist 3.2, Rac1 GTP hydrolysis 6%, Yfh1-off respiration inactive, NS5 inhibitors -2%, GPR55 beta-arrestin -0.1%, AID2073 -2%, GPR55 antagonists 11%, GPR35 antagonists 3% and NTR1 agonist cell count 20 µM 74.
`COc1cc(SC)ccc1C(=O)Nc1ccon1` gave Large T inhibition 3%, NTR1 agonist 0.0, Rac1 GTP hydrolysis 10%, Yfh1-off respiration inactive, NS5 inhibitors 1%, GPR55 beta-arrestin 0.2%, AID2073 -9%, GPR55 antagonists -9%, GPR35 antagonists -9% and NTR1 agonist cell count 20 µM 84.
Screening Cc1cccc(OCc2nnc(SCC(=O)N3c4ccccc4CC3C)n2C)c1C (stereo not drawn) returned Large T inhibition 10%, NTR1 agonist 1.2, Rac1 GTP hydrolysis 9%, Yfh1-off respiration inactive, NS5 inhibitors -7%, GPR55 beta-arrestin -0.3%, AID2073 -4%, GPR55 antagonists -5%, GPR35 antagonists -9% and NTR1 agonist cell count 20 µM 71.
Screening COc1cccc(NC(=O)c2c(F)cccc2F)c1 returned Large T inhibition 24%, NTR1 agonist 1.8, Rac1 GTP hydrolysis 7%, NS5 inhibitors -10% and NTR1 agonist cell count 20 µM 38.
Screening Cc1ccc(C(=O)NC2CC(=O)N(c3ccc4c(c3)OCCO4)C2)cc1[N+](=O)[O-] (stereo not drawn) returned Large T inhibition 3%, NTR1 agonist 1.5, Rac1 GTP hydrolysis 1%, NS5 inhibitors -4% and NTR1 agonist cell count 20 µM 46.
`CCCN(c1ccccc1F)S(=O)(=O)c1c[nH]c(C(=O)OC)c1` gave Large T inhibition 6%, NTR1 agonist -0.4, Rac1 GTP hydrolysis 11%, NS5 inhibitors -2%, GPR55 beta-arrestin 0.2%, AID2073 2%, GPR55 antagonists 1%, GPR35 antagonists 6% and NTR1 agonist cell count 20 µM 58.
Screening O=c1[nH]c(=O)n(C2C[C@H](O)[C@@H](CO)O2)cc1C(F)(F)F (stereo partly drawn) returned Large T inhibition 21%, NTR1 agonist 1.1, Rac1 GTP hydrolysis 3%, NS5 inhibitors -7% and NTR1 agonist cell count 20 µM 75.
`CC(C)(C)CN1CCNC(=O)C1CC(=O)N1CCC(C(=O)N2CCOCC2)CC1` (stereo not drawn) gave Large T inhibition 4%, NTR1 agonist 0.2, Rac1 GTP hydrolysis 1%, Yfh1-off respiration inactive, NS5 inhibitors 1%, GPR55 beta-arrestin -0.1%, AID2073 15%, GPR55 antagonists 16%, GPR35 antagonists 0% and NTR1 agonist cell count 20 µM 43.
